GALK inhibitor: blocks human galactokinase activity; P51570; Potency, µM (top dose mostly 57.5 µM), for inactives: top-dose activity change, negative = inhibition, most hits filed as inhibitors; Purified GALK, Kinase-Glo residual ATP luminescence; 0.007% of 270,000 active; also: potency is read from the fitted curve at half-maximal effect; % is scaled to controls: 0 for no effect and ±100 for the full control effect
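The enzyme phosphorylates galactose (100 uM) using ATP (35 uM); inhibition is detected as higher residual ATP, quantified by bioluminescence after 1 h reaction at room temperature, pH 8.0.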
BCR signal inh: inhibitors of chronic active B-cell receptor signaling | 0.05% of 340,000 active | Potency, µM (highest dose often 46.1 µM), without a hit: top-dose ratio change, negative = lower green/red ratio, usual class: inhibitors | ABC-DLBCL IkBa-CBG/CBR reporter, luminescence ratio, 4 h; active = well fitted inhibition curve with a large enough effect in the signal ratio, with a control signal flat, not every such curve was filed as active; inconclusive = small, poorly fitted or top-dose-only effect, or effect the other way, or a change in a side signal; the % refers to the signal ratio;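 also: potency is read from the fitted curve at half-maximal effect; plate controls were basal doxycycline-induced cells for no effect and cells given 10 µM MG132 for full effect; MG132 reads +100%, hits lower the ratio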
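Compounds up to 46 uM were incubated four hours with TMD8 cells whose green CBG68 luciferase is fused to IkappaBalpha; red CBR luminescence normalised the signal, and concentration-effect curves were fitted to fusion, red and ratio data.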
ASM inhibitor: blocks human secretory acid sphingomyelinase | placental ASM, HMU-PC fluorogenic substrate, 60 min | Potency, µM (highest dose often 57.5 µM), inactives show at the top dose activity change, negative = inhibition, most hits filed as inhibitors | 0.006% of 340,000 active; also: potency is read from the fitted curve at half-maximal effect
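Human placenta-derived ASM enzyme was preincubated with compound for 10 minutes at room temperature, then given fluorogenic substrate HMU-PC0 (9 uM final) for 60 minutes at 37 °C; a pH 10 stop preceded fluorescence reading at Ex 386/Em 447 nm.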
hERG WT inh: inhibitors of human wildtype KCNH2 potassium channel; AID 720551; 0.37% of 340,000 active; Q12809; U2OS, BacMam KCNH2, thallium flux FluxOr; stronger effect = lower value; activity change, % at 1.84 µM;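 active = maximum activity change below -70%; inconclusive = maximum activity change between -70% and -50%; inactive = maximum activity change above -50%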; also: % is scaled to controls: 0 for no effect and ±100 for the full control effect
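U2OS cells were transduced with wild-type KCNH2 virus (2.03 x 10^8 / mL) for 4 h at room temperature, then cultured overnight at 37 C. Thallium flux was read with FluxOr dye. Rate constants were normalized to DMSO controls.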
USP2a inh: USP2a (human) protease inhibition. O75604. USP2 core, Ub-CHOP2 coupled fluorogenic reporter, 485/531. Potency, µM (doses to about 38.3 µM), inactives show at the highest dose activity change, negative = inhibition, usual class: inhibitors. 0.01% of 330,000 active. AID 463254;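 also: potency is read from the fitted curve at half-maximal effect; plate controls were DMSO wells for no effect and full inhibition by NEM control for full effect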
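Cell-free coupled assay: 10nM USP2 core preincubated 30min RT with compound in Tris-HCl pH 8.0/CaCl2/CHAPS buffer, then 25nM Ub-CHOP2 and 25nM reporter substrate; fluorescence (Ex 485/Em 531) read after 60min RT, normalized to NEM inhibition, concentration-response curves fitted.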
Mito fusion yeast: mitochondrial division inhibition or fusion activation; AID 485298; 0.23% of 320,000 active; S. cerevisiae fusion-defective mutant growth rescue, CellTiterGlo 48 h; Potency, µM (top dose mostly 46.1 µM), for inactives: top-dose growth rescue (activation), usual class: activators;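 also: potency is read from the fitted curve at half-maximal effect; % of control where 0% means no effect; nearly all actives have a fitted effect of over 45% in size; temperature-sensitive fusion mutants such as fzo1-1 at 37 °C on non-fermentable ethanol glycerol medium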
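Temperature-sensitive fusion-defective S. cerevisiae (e.g. fzo1-1, mgm1-5) were grown with compound in YPEG medium (3% ethanol, 3% glycerol) for 48 hours at 37C. Growth rescue was measured as viability by CellTiterGlo luminescence after 10 minutes at ambient.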
Eya2 phos inh: Eya2 (human) phosphatase inhibition; AID 488837; recombinant Eya2, OMFP fluorescence dephosphorylation (OMFP is methylfluorescein phosphate); Potency, µM (series often up to 76.9 µM), without a hit: at the highest dose activity, negative = inhibition, actives largely listed as inhibitors; 0.006% of 330,000 active; O00167; also: potency is read from the fitted curve at half-maximal effect; % is scaled to controls: 0 for no effect and ±100 for the full control effect
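Eya2 (0.2 uM) preincubated 10 min at ambient with compound, then OMFP substrate added at 50 uM; 10 min reaction in 50 mM HEPES pH 7.5, 50 mM NaCl, 5 uM MgCl2, 0.05% BSA, 1 mM DTT. Fluorescence read at Ex 485/Em 525 nm.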
Menin-MLL TR inh: inhibitors of human menin-MLL interaction, mutant MLL peptide; Potency, µM (series often up to 61.6 µM), for inactives: at the highest dose FP activity change, negative = inhibition, hits mostly inhibitors; Menin + Texas Red MLL mutant peptide, fluorescence polarization; O00255; 0.23% of 270,000 active; active = well fitted inhibition curve with a large enough effect in the polarisation, with a control signal flat, not every such curve was filed as active; inconclusive = small, poorly fitted or top-dose-only effect, or effect the other way, or a change in a side signal; inactive = no such curve, though single readings can be large or run the other way; the % refers to the polarisation; also: potency is read from the fitted curve at half-maximal effect; % of control where 0% means no effect; many of its hits are not listed in these tables
Target sequence (O00255 whole entry, looked up): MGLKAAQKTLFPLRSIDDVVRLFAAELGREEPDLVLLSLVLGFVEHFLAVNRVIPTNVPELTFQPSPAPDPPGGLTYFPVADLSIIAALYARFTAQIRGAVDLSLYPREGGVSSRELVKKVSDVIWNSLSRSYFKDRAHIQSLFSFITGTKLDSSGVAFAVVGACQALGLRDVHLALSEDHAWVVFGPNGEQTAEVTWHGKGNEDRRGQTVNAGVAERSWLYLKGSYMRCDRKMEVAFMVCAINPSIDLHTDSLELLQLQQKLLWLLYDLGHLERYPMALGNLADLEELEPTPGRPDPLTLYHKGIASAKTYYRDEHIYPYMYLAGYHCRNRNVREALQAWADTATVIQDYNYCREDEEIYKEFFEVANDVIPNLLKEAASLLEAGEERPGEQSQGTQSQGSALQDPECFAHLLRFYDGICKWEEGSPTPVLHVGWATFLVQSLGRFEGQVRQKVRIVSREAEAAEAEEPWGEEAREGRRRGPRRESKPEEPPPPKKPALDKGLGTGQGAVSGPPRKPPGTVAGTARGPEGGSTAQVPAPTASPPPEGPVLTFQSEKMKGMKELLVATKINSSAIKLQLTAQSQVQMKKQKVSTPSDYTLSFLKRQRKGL
PKM2 activator: increases activity of human pyruvate kinase M2 | purified PKM2, Kinase-Glo ATP luminescence, activation; response scale: 0% is enzyme alone, no compound | Potency, µM (highest dose often 57.5 µM), for inactives: at the highest dose activation, actives largely listed as activators | P14618 | AID 1631 | 0.34% of 260,000 active; also: potency is read from the fitted curve at half-maximal effect; % is scaled to controls: 0 for no effect and ±100 for the full control effect; nearly all actives have a fitted effect of over 55% in size
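Purified hPK-M2 (>95%) run at intermediate activity with 0.1 mM ADP and 0.5 mM PEP in 50 mM imidazole pH 7.2, KCl, MgCl2; 1 h room temperature. ATP formed read by Kinase-Glo luminescence; normalized to uninhibited and no-enzyme controls.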
TSHR antag: antagonists of human thyroid stimulating hormone receptor | P16473 | TSHR-expressing cells, TSH-stimulated cAMP HTRF, 2 h; stronger effect = lower value | activity change, negative = inhibition, % at 11.5 µM | 0.2% of 330,000 active | AID 504810;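 active = activity change below a set negative limit, meaning inhibition stronger than a set level, cut at about -70% in these data; inconclusive = activity change between two set negative limits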; also: % is scaled to controls: 0 for no effect and ±100 for the full control effect
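Competitive HTRF cAMP read-out (cryptate anti-cAMP antibody, cAMP-d2; 30 min, room temperature) in freshly harvested TSHR cells. Compounds added before TSH at EC80 (4nM final), followed by 2 hours' incubation at 37 deg C.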
MBNL1 CUG block: inhibitors of human MBNL1 binding to CUG repeat RNA. Q9NR56. TR-FRET MBNL1-His/biotin-(CUG)12 binding, 665/545 ratio. Potency, µM (highest dose often 57.5 µM), for the others: at the highest dose activity change, negative = inhibition, most hits filed as inhibitors. 0.036% of 280,000 active. AID 2675; active = well fitted inhibition curve with a large enough effect in the signal ratio, with a control signal flat, not every such curve was filed as active; inconclusive = small, poorly fitted or top-dose-only effect, or effect the other way, or a change in a side signal; inactive = no such curve, though single readings can be large or run the other way; the % refers to the signal ratio; also: potency is read from the fitted curve at half-maximal effect; % is scaled to controls: 0 for no effect and ±100 for the full control effect
Target sequence (Q9NR56 whole entry, looked up): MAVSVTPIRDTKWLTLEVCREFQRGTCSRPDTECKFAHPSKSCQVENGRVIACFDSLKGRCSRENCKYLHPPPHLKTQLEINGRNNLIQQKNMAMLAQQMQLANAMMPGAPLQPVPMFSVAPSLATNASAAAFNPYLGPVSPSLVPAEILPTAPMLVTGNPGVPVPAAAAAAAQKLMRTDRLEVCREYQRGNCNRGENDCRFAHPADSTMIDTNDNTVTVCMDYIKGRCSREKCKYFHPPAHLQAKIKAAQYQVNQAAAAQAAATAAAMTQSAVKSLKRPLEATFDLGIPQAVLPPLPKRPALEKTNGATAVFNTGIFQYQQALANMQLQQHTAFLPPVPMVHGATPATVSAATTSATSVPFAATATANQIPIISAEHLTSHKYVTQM
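TR-FRET readout: Ex 340 nm, 665/545 nm emission ratio, normalized to buffer-only (basal) and MBNL1-(CUG)12 controls. Complex of MBNL1-His with Biotin-(CUG)12, compounds 92 nM–58 uM, incubated 60 min at room temperature.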
* = called active by the depositor; ? = inconclusive; . = not tested or not shown; [ ] = dose if it differs, or a comment. Unless noted, calls follow the shape of the dose curve; as a rule, active = well fitted curve in the direction sought with a large enough effect; inconclusive = small, poorly fitted or top-dose-only effect, or another doubt; inactive = no such curve, though single readings can be large; an effect the other way counts as inactive or inconclusive. An excerpt; count on the stated rates, not on these rows.

SMILES	GALK inhibitor	BCR signal inh	ASM inhibitor	hERG WT inh	USP2a inh	Mito fusion yeast	Eya2 phos inh	Menin-MLL TR inh	PKM2 activator	TSHR antag	MBNL1 CUG block
CN(C1CCCCC1)S(=O)(=O)c1ccc2c(c1)c(=O)c(C(=O)NCCCN1CCCC1)cn2C	1.7%	5.1%	-9.9%	1.2	3.3%	1.3%	4.7%	8.1%	-13.2%	-9.6	-1.3%
COc1ccc2ccccc2c1/C=N/NC(=O)c1cccc([N+](=O)[O-])c1	0.0%	1.6%	-0.2%	11.9	2.6%	-11.6%	-3.0%	?	.	2.4	4.6%
CCOC(=O)[C@@H]1[C@H]2COc3ccc(Br)cc3[C@H]2N2C(=O)N(c3ccc(C)cc3)C(=O)[C@]12C	.	0.6%	-0.9%	-9.9	2.7%	-22.9%	1.7%	11.6%	-4.8%	4.1	3.5%
COc1ccc(C2/C=C\CN(C(=O)C3CCCC3)[C@H](Cc3ccccc3)C(=O)N2Cc2ccc(F)cc2)cc1 (stereo partly specified)	-0.1%	?	-2.7%	7.9	4.9%	-33.7%[inhibitor]	-12.7%	.	3.4%	-0.3	1.3%
CCOc1nc(OCC)nc(N2CCC(C)CC2)n1	-0.8%	?	0.5%	4.8	3.2%	12.2%	3.8%	-3.0%	3.0%	16.6	-4.3%
CCOc1ccc(CC(=O)NCc2cn3c(C)csc3n2)cc1	2.0%	2.9%	-0.2%	2.6	3.6%	-0.6%	2.4%	6.3%	-1.7%	6.6	-10.7%
COC(=O)[C@]1(C)N[C@H](CN(C)S(=O)(=O)c2ccc(F)cc2)[C@@H]2C(=O)N(Cc3ccccc3)C(=O)[C@@H]21	.	-0.7%	1.3%	1.6	-0.8%	.	-11.7%	.	.	-4.2	.
CCOC(=O)c1[nH]c2ccc(OC)cc2c1NC(=O)CN1CCc2ccccc2C1	.	0.6%	133.6%[activator]	10.9	0.1%	4.6%	-11.4%	?	2.8%	-10.0	7.8%
CCC(=O)NCCc1c[nH]c2ccccc12	-2.7%	.	0.9%	3.9	.	-1.3%	.	13.2%	-10.4%	.	-6.7%
Cc1cnc(C(=O)Nc2ccc(C(=O)N(C)C3CCCCC3)cc2)cn1	1.5%	2.6%	.	.	-0.5%	2.2%	-8.5%	8.7%	-1.7%	-6.8	2.9%
CC1CCN(CC(O)COCCC23CC4CC(CC(C4)C2)C3)CC1 (stereo unspecified)	1.0%	?	0.0%	12.4	3.2%	6.0%	-9.1%	-17.3%	-4.1%	12.9	-11.5%
Cc1cc(CNCc2c(C(=O)N3CCCCCCC3)nc3ccc(Cl)cn23)nn1C	-0.1%	-2.1%	1.2%	-6.2	10.6%	-1.8%	?	-11.9%	4.2%	-4.7	7.0%
O=C(O)C1CCCCC1C(=O)Nc1ccccn1 (stereo unspecified)	0.9%	-0.3%	2.2%	-8.9	1.6%	0.0%	10.5%	0.4%	6.3%	12.9	2.9%
O=C(O)c1cc(O)ccc1-c1ccc(O)cc1	14.1%	1.4%	2.6%	-8.9	-1.4%	0.8%	-1.7%	15.2%	-1.6%	5.2	7.6%
Cc1ccccc1Nc1nnc(SCc2nc3ccccc3c(=O)[nH]2)s1	0.5%	-1.8%	.	.	0.4%	-0.4%	4.0%	-8.6%	-7.6%	11.8	-1.8%
CC1Cc2ccccc2N1Cc1cccc([N+](=O)[O-])c1 (stereo unspecified)	5.3%	2.4%	-1.1%	-1.8	1.2%	-3.5%	-12.1%	-20.8%	.	-8.7	12.6%
CCOc1ccccc1N1CCN(C(=S)NCc2ccc(Cl)cc2)CC1	1.6%	?	-4.3%	-13.0	-7.4%	-3.7%	-2.8%	?	14.9%	-2.2	3.6%
COc1ccc(NC(=O)C2CC(c3cc(OC)c(OC)c(OC)c3)=NO2)cc1OC (stereo unspecified)	-0.5%	?	-1.1%	39.8	-3.4%	-3.6%	12.7%	-4.0%	0.7%	-0.4	9.4%
CCCCC(c1nnnn1CCOC)N1CCN(c2cccc(OC)c2)CC1 (stereo unspecified)	2.0%	-2.4%	2.0%	2.2	0.3%	1.5%	-11.1%	?	-0.5%	-1.4	0.5%
CCOC(=O)c1nnc(-c2ccccc2)[nH]c1=O	-0.3%	?	5.8%	4.3	1.2%	-3.7%	12.6%	1.4%	-1.8%	-6.7	3.5%
COc1ccc(/C=N/NC(=O)CSc2n[nH]c(=O)[nH]c2=O)cc1	-0.4%	-5.2%	-0.3%	-4.0	6.3%	0.8%	4.1%	-20.3%	4.0%	20.9	8.5%
c1cnc2c(c1)ncc1cscc12	1.0%	-5.3%	7.5%	10.2	0.7%	-0.5%	-2.2%	-7.0%	-2.1%	5.9	?
CCCn1nc(NC(=O)CC(C)C)c2cc3ccccc3nc21	0.0%	-0.6%	128.8%[activator]	-1.3	2.2%	0.5%	-8.8%	9.0%	-2.8%	-9.4	14.4%
NC(N)=NS(=O)(=O)c1ccc(NC(=S)NC(=O)Cc2ccc(Cl)cc2)cc1	2.9%	-3.0%	-4.0%	2.8	-1.1%	-0.9%	4.7%	38.9%[activator]	4.4%	-10.3	3.4%
O=C(CN1C(=O)CSC1=O)N1CCCC(Nc2ccc(F)cc2)C1 (stereo unspecified)	7.6%	6.6%	7.2%	0.4	1.5%	-0.2%	4.9%	.	10.3%	-1.2	-4.8%
O=C(Cc1cccc2ccccc12)Nc1c(F)cccc1F	6.1%	-12.4%	2.3%	-6.1	-0.8%	3.9%	-3.7%	?	.	-6.6	0.3%
COc1ccc(C(C(=O)NC(C)(C)C)N(CCc2ccc(OC)c(OC)c2)C(=O)CCC(=O)Nc2cc(C)on2)cc1 (stereo unspecified)	-1.7%	6.0%	-3.8%	-0.4	2.9%	2.1%	-0.1%	-18.4%	-0.4%	-1.7	-2.2%
CC1CCN(CC(=O)Nc2cc(C(F)(F)F)ccc2Cl)CC1	.	?	4.5%	9.2	4.5%	-1.4%	14.4%	-8.3%	-0.8%	4.7	11.5%
Cn1cccc1Cc1nnc(SCC(=O)NC2CCCC2)n1CCc1ccccc1	1.9%	1.2%	3.6%	7.6	-0.6%	1.8%	-0.2%	-12.1%[11.7 µM]	-2.2%	-6.0	-2.0%

Results in Mito fusion yeast (4 entries from above):
SMILES | Mito fusion yeast
CC1CCN(CC(=O)Nc2cc(C(F)(F)F)ccc2Cl)CC1 | -1.4%
Cn1cccc1Cc1nnc(SCC(=O)NC2CCCC2)n1CCc1ccccc1 | 1.8%
COc1ccc(C(C(=O)NC(C)(C)C)N(CCc2ccc(OC)c(OC)c2)C(=O)CCC(=O)Nc2cc(C)on2)cc1 (stereo unspecified) | 2.1%
NC(N)=NS(=O)(=O)c1ccc(NC(=S)NC(=O)Cc2ccc(Cl)cc2)cc1 | -0.9%

Some values from the entries so far:
`CC1CCN(CC(=O)Nc2cc(C(F)(F)F)ccc2Cl)CC1` @ Eya2 phos inh = 14.4%
`COc1ccc(C(C(=O)NC(C)(C)C)N(CCc2ccc(OC)c(OC)c2)C(=O)CCC(=O)Nc2cc(C)on2)cc1` (stereo unspecified) @ hERG WT inh = -0.4

Compound activity (PubChem BioAssay)
